MCF10A rereplic = inducers of DNA re-replication in MCF 10A breast cells; AID 624296; MCF 10A DNA re-replication, Hoechst nuclear intensity, 48 h; actives 2.9% (n = 350,000); Potency, µM (highest dose often 46.1 µM), inactives show at the top dose activity, positive = re-replication, actives largely listed as activators; further: potency means the concentration at half of the fitted maximal effect; % of control where 0% means no effect; nearly all actives have a fitted effect of over 50% in size
HT1080-NT tox = kills 2HG-producing HT-1080-NT fibrosarcoma cells; HT-1080-NT fibrosarcoma viability, CellTiter-Glo ATP luminescence, 48 h; Potency, µM (titrated, usually from 46.1 µM), inactives show at the top dose activity, negative = less viability, most hits filed as cytotoxic; actives 1.6% (n = 360,000);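 further: NT is the 2HG producing partner of a matched IDH1 knockdown line; potency means the concentration at half of the fitted maximal effect; 0% = DMSO-treated cells and -100% = media-only wells without cells; nearly all actives have a fitted effect of over 55% in size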
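Viability by CellTiter-Glo luminescence after 48 h compound exposure at 37C of HT-1080-NT cells (750/well, RPMI, 5% FBS). % activity scaled between DMSO wells and medium-only wells, then curve-fitted and categorized by curve class.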
KB-V1 cytotox = kills drug-selected multidrug resistant KB-V1 cells; Potency, µM (titrated, usually from 46.1 µM), for the others: at the top dose activity change, negative = cytotoxicity, most hits filed as cytotoxic; AID 1347076; KB-V1 MDR cells viability, CellTiter-Glo, 72 h; actives 3.4% (n = 400,000); further: potency means the concentration at half of the fitted maximal effect; on the % scale 0 is the no-effect control and ±100 the full control effect; nearly all actives have a fitted effect of over 60% in size
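Luminescent ATP read-out (CellTiter-Glo, 10 min) measures survival of drug-selected KB-V1 MDR cells after 72 h, 37 degrees C compound exposure. Medium: phenol-red-free DMEM, 10% FBS. Values from fitted concentration-response curves.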
HEK293 tox = cytotoxic in the GLP-1 receptor inverse agonist counter-screen. Potency, µM (top dose mostly 38.3 µM), for inactives: top-dose activity change, negative = inhibition, actives largely listed as inhibitors. HEK293 cAMP-luciferase reporter cells, luminescence, 24 h. actives 0.13% (n = 410,000);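 further: loss of luciferase light is scored as toxicity; potency means the concentration at half of the fitted maximal effect; on the % scale 0 is the no-effect control and ±100 the full control effect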
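Seeding density was 200 cells/uL; after overnight-length (12 h) culture, 23 nL compounds went on for 24 h at 37 °C. Readout used a luciferase detection reagent, luminescence taken after 12 min at room temperature.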
SW480 rerep = DNA re-replication induction in SW480 cells. Potency, µM (doses to about 46.1 µM), for inactives: at the top dose re-replication activation, most hits filed as activators. AID 624297. actives 1.8% (n = 340,000). SW480 DNA re-replication, Hoechst DNA content imaging, 48 h; further: potency means the concentration at half of the fitted maximal effect; % of control where 0% means no effect; nearly all actives have a fitted effect of over 55% in size
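SW480 cells exposed to compounds for 48 hr at 37 C, 5% CO2, then Hoechst-stained 40 min. Nuclear DNA content imaged by fluorescence scanning (405 nm excitation, 500-530 nm emission); re-replication scored as increased high-intensity nuclei.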
KB-3-1 tox = KB-3-1 parental cell cytotoxicity; KB-3-1 viability, CellTiter-Glo ATP luminescence, 72 h; Potency, µM (highest dose often 46.1 µM), without a hit: at the highest dose activity change, negative = cytotoxic, most hits filed as cytotoxic; actives 1.4% (n = 400,000); AID 1347075; further: potency means the concentration at half of the fitted maximal effect; on the % scale 0 is the no-effect control and ±100 the full control effect; nearly all actives have a fitted effect of over 60% in size
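Cytotoxicity in the drug-sensitive parental line KB-3-1 was scored as loss of CellTiter-Glo luminescence following 72 h incubation with compound. Values come from curve fitting of normalized concentration-response data.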
HT1080 IDH1KD tx = toxicity to HT-1080 IDH1 knockdown cells (counter line). HT-1080 IDH1 knockdown viability, ATP luminescence, 48 h. Potency, µM (series often up to 46.1 µM), inactives show at the highest dose activity, negative = toxicity, hits mostly cytotoxic. actives 2% (n = 360,000);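 further: potency means the concentration at half of the fitted maximal effect; 0% = DMSO wells and -100% = cell-free medium wells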
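After a 2 h attachment period, IDH1KD HT-1080 cells took pin-transferred compound for 48 h at 37 °C; ATP-based luminescence after 10 min room-temperature reagent incubation reported viability.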
IL1B secr inh = blocks inflammasome-driven IL-1 beta release; AID 743279; activity change, % at 57.5 µM; actives 4.7% (n = 360,000); THP-1 LPS/ATP IL-1B secretion, AlphaLISA, 16 h; hits give low values; in the data active means activity change below about -50%; inconclusive means mostly about -30% to -49%; further: on the % scale 0 is the no-effect control and ±100 the full control effect
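THP-1 cells pretreated 1 hr with compounds (up to 57.5 uM final), then stimulated with LPS (250 ng/mL final) plus ATP (1.25 mM final); secreted IL-1B measured by AlphaLISA after 16 hr, decreased signal indicating inhibition.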
DRD3 agonist = agonists of human D3 dopamine receptor | actives 0.58% (n = 410,000) | P35462 | max activation, % | AID 652048 | D3R DiscoveRx beta-arrestin cells, luminescence, 90 min; in the data active means max activation above about 30%; further: 0% is about no effect; mostly tested at two doses, the higher about 12 µM
Target sequence (P35462 whole entry, looked up): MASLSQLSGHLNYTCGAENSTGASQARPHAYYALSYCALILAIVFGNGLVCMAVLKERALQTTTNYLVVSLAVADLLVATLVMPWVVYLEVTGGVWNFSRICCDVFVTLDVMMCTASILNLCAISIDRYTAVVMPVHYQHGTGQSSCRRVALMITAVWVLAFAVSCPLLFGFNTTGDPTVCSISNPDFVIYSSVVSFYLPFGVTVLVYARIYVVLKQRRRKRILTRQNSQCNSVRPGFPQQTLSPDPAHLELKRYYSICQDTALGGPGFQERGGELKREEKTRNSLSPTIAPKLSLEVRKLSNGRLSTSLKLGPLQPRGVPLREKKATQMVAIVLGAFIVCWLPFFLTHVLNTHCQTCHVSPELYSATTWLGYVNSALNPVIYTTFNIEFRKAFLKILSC
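Agonist mode: compounds and dopamine controls were applied to plated cells for 90 min at 37 degrees C after an overnight attachment at 1500 cells/well. Luminescent read-out followed 30 - 60 minutes at room temperature with DiscoveRx detection reagent.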
Starred values were filed as active, the others as inactive; u = inconclusive; x = not tested or not shown; [ ] = dose if it differs, or a comment. Unless noted, the call rests on the fitted dose curve; in most records, active means well fitted curve in the direction sought with a large enough effect; inconclusive means small, poorly fitted or top-dose-only effect, or another doubt; inactive means no such curve, though single readings can be large; an effect the other way counts as inactive or inconclusive.

SMILES	MCF10A rereplic	HT1080-NT tox	KB-V1 cytotox	HEK293 tox	SW480 rerep	KB-3-1 tox	HT1080 IDH1KD tx	IL1B secr inh	DRD3 agonist
CCCC(=O)OCC(=O)Nc1ccc([N+](=O)[O-])cc1C#N	2%	-1%	0%	-1%	-3%	4%	0%	35	-5
COc1ccccc1OCC(=O)N1CCC2(CC1)CC(=O)c1ccccc1O2	-2%	0%	-31%	-5%	-6%	-2%	0%	-2	6
Cc1ccc(C)c(NC(=O)CN2CCN(C3CCCCC3)C(=O)C2=O)c1	x	x	u	20%	x	-2%	x	x	-8
Cc1ccc(NC(=O)c2cc3c(s2)CCC3)cc1S(=O)(=O)N1CCOCC1	13%	-11%	-29%	u	12%	u	-25%	u	-7
CCOC(=O)N1CCN(C(=O)c2ccc3c(=O)n(Cc4ccc(Cl)cc4)c(=S)[nH]c3c2)CC1	u	-2%	13µM*	-17%	-4%	23µM*	-21%	0	-5
NS(=O)(=O)c1ccc(CNC(=O)Cc2ccsc2)cc1	-4%	0%	21%	0%	-1%	2%	7%	28	-4
Cc1nn(S(=O)(=O)c2ccc([N+](=O)[O-])cc2)c(C)c1Sc1ccccc1	3%	u	u	-3%	3%	4%	-19%	-13	-14
COc1ccc(S(=O)(=O)NCC2CCCO2)cc1C(=O)O (stereo unspecified)	3%	11%	-8%	9%	-2%	13%	24%	8	5
CN1CC[C@@]2([C@@]34CCN(C)C3Nc3ccccc34)c3ccccc3NC12 (stereo partly specified)	u	-15%	0%	-22%	u	0%	-3%	-10	-5
Cc1cc(NC(=O)CSc2nc3ccccc3n2CC(=O)N2CCC(C)CC2)no1	-3%	7%	u	-17%	-8%	0%	-2%[9.24 µM]	8	-15
COc1cc(CNc2ccccc2Oc2cc(=O)n(C)c(=O)n2C)cc(OC)c1OC	13%	1%	-34%	-1%	-2%	-4%	0%	23	-2
CC(C)(C)NC(=O)C(c1ccco1)N(Cc1ccc2c(c1)OCO2)C(=O)Cn1nnc2ccccc21 (stereo unspecified)	-3%	6%	u	4%	1%	19%	-4%	-1	1
CCCCn1c(N)c(N(CC)C(=O)c2ccncc2)c(=O)[nH]c1=O	-5%	9%	u	-2%	-17%	20%	17%	7	4
COc1ccccc1OCC(=O)Nc1ccc2c(c1)OCO2	0%	-4%	-9%	-12%	u	4%	1%	-19	-7
COc1ccc(OC2C(=O)N(CCc3ccc(OC)c(OC)c3)C2c2ccc3c(c2)OCO3)cc1 (stereo unspecified)	u	-5%	u	-2%	u	-14%	-17%	u	3
CC(C)CC(=O)C1CCCN(C(=O)c2ccc3oc(Cc4ccccc4)nc3c2)C1 (stereo unspecified)	4%	-3%	-7%	-12%	-6%	u	-22%	-52*	-1
O=S(=O)(Oc1ccccc1N1CCCCC1)c1ccccc1	21%	10%	6%	2%	-8%	-4%	20%	37	-3
CCc1ccc(N(C(=O)c2csnn2)C(C(=O)NCc2ccccc2)c2ccco2)cc1 (stereo unspecified)	2%	-15%	-15%	2%	18%	-7%	-2%	-24	0
O=C(Cc1ccccc1)NC(=S)Nc1cc(C(F)(F)F)ccc1Cl	23%	u	0%	-11%	14%	2%	u	-7	-12
COc1ccc2c(c1)c1nnc(SCC(=O)N3CCCCC3C)nc1n2C (stereo unspecified)	-2%	17%	-15%	-11%	-3%	-6%	7%	-6	-2
Cc1cccc(C)c1OCCCN1CCOCC1	-19%	13%	16%	-4%	0%	0%	14%	17	-25
CCN(C(=O)COC(=O)c1n[nH]c2ccccc12)c1ccccc1	u	-7%	-4%	-6%	9%	0%	2%	-8	0
Cc1cccc(NC(=O)c2cccc(C(F)(F)F)c2)c1	0%	13%	u	-8%	-92%[inhibitor]	0%	10%	-16	-2
C[C@@H]1CN([C@@H](C)CO)C(=O)c2cc(Br)cnc2O[C@@H]1CN(C)C(=O)Nc1ccc(F)cc1	x	-1%	0%	1%	x	0%	-3%	u	3
CCOC(=O)c1c(-c2ccccc2)c[nH]c1C	14%	0%	u	0%	2%	-14%	0%	-11	-3
CCOC(=O)c1cc(-c2ccccc2)n(CC(=O)Nc2cccc(OC)c2)c1C	11%	-25%	9%	-29%	-5%	-3%	u	-16	5
O=C(CSc1ncc(-c2ccc(F)cc2)[nH]1)Nc1cccc(O)c1	10%	1%	-1%	-28%	-3%	-9%	-11%	23	-16
Cc1ccccc1-c1nc(-c2ccc(NC(=O)c3ccc(Br)o3)cc2)no1	1%	12%	0%	-31%	5%	-2%	8%	6	24
COc1ccc2oc(-c3ccc(C)c(NC(=O)c4ccc(N5CCOCC5)c([N+](=O)[O-])c4)c3)nc2c1	2%	2%	9%	-26%	0%	-15%	3%	39	9
O=S(=O)(c1ccc(-c2nnc(SCc3nnc(-c4ccccc4)o3)o2)cc1)N1CCCC1	0%	11%	5%	0%	-1%	-15%	2%	14	6
Cc1ccc(N2CC(C(=O)N/N=C/c3cccc([N+](=O)[O-])c3)CC2=O)cc1 (stereo unspecified)	1%	4%	7%	-16%	-5%	-6%	4%	-1	-8
O=C(O)C(Cc1ccc(O)cc1)N1C(=O)C2CCCCC2C1=O (stereo unspecified)	-1%	0%	-5%	0%	2%	-3%	2%	-8	3
CCCc1cc(=O)[nH]c(SCC(=O)N2CCN(S(=O)(=O)c3ccccc3)CC2)n1	1%	5%	6%	2%	0%	3%	10%	8	0
COc1ccc(CCC(=O)Nc2ccc(Cn3ccnc3)cc2)cc1	8%	-7%	7%	1%	-12%	9%	-9%	-19	-1
Cc1n[nH]c(=S)n(NC(=O)/C=C/C(=O)Nn2c(=S)[nH]nc(C)c2=O)c1=O	-45%[inhibitor]	14%	0%	-6%	0%	-6%	18%	1	-4
O=C(COC(=O)C1(c2ccccc2F)CCCC1)NC1CCS(=O)(=O)C1 (stereo unspecified)	-5%	16%	-3%	1%	0%	-6%	12%	-1	-5
Cc1nnn(C23CC4CC(CC(C4)C2)C3)n1	-5%	0%[9.24 µM]	21%	-8%	1%	-7%	-21%	-2	7
NC(=O)C1CCN(C(=O)CCNS(=O)(=O)c2cc(Br)cnc2N)CC1	2%	0%	-1%	0%	14%	-7%	6%	0	1
CC1=C(c2ccc(F)cc2)S(=O)(=O)N=C1N1CCC(C(=O)NCCc2cccc(C)c2)CC1	x	x	13%	-13%	x	-19%	x	x	1
Cc1ccc(-c2noc(C3CC(=O)N(c4ccc5c(c4)OCCO5)C3)n2)cc1 (stereo unspecified)	x	x	-5%	-1%	x	7%	x	x	6

3 entries from above, bar-delimited:
mol | MCF10A rereplic | HT1080-NT tox | KB-V1 cytotox | HEK293 tox | SW480 rerep | KB-3-1 tox | HT1080 IDH1KD tx | IL1B secr inh | DRD3 agonist
CC1=C(c2ccc(F)cc2)S(=O)(=O)N=C1N1CCC(C(=O)NCCc2cccc(C)c2)CC1 | x | x | 13% | -13% | x | -19% | x | x | 1
O=C(O)C(Cc1ccc(O)cc1)N1C(=O)C2CCCCC2C1=O (stereo unspecified) | -1% | 0% | -5% | 0% | 2% | -3% | 2% | -8 | 3
CCCc1cc(=O)[nH]c(SCC(=O)N2CCN(S(=O)(=O)c3ccccc3)CC2)n1 | 1% | 5% | 6% | 2% | 0% | 3% | 10% | 8 | 0

Additional entries.
SMILES	MCF10A rereplic	HT1080-NT tox	KB-V1 cytotox	HEK293 tox	SW480 rerep	KB-3-1 tox	HT1080 IDH1KD tx	IL1B secr inh	DRD3 agonist
Cc1cc(OCCCn2ccnc2)cc(C)c1Cl	-2%	-30%	u	-16%	12%	4%	u	1	5
C/C(=N\NC(=O)c1cc(-c2ccc(C)s2)nc2ccccc12)c1cccnc1	13%	-24%	u	40%[activator]	9%	-2%	u	-53*	-11
COc1ccc(CCN2C(=O)N(c3ccc(F)cc3)C(=O)C2CC(=O)Nc2ccc(F)c(F)c2)cc1 (stereo unspecified)	x	x	-3%	-11%	x	-18%	x	x	-9
CC(=O)c1cccc(NC(=O)NCc2ccco2)c1	2%	-3%	-16%	0%	-10%	-3%	16%	-2	11
Cc1cc2c(s1)c1cnn(CC(=O)NCCc3ccccc3)c(=O)c1n2C	u	12%	1%	-6%	-5%	8%	3%	18	3
C=CCSc1nnc(NC(=O)c2ccc(NC(C)=O)cc2)s1	0%	8%	11%	-15%	-9%	18%	17%	1	-2
CC1(C)CC(=O)C/C(=N/NC(=O)COc2ccc3ccccc3c2Br)C1	u	1%	6%	-16%	-3%	3%	u	-28	-5
O=C(Nc1ccon1)c1ccc(N2CCCCC2)c([N+](=O)[O-])c1	-6%	-1%	-7%	1%	2%	0%	-3%	u	-5
COc1ccc(-n2c(Cc3cccn3C)nnc2SCC(=O)Nc2ccc(C(C)=O)cc2)cc1	-3%	-1%	-13%	-30%	-1%	-3%	-2%	21	2
CCOC(=O)C1(Cc2cccc(F)c2)CCN(Cc2ccon2)CC1	12%	0%	-9%	1%	-48%[inhibitor]	4%	10%	8	-2
COC(=O)c1ccc(C(=O)Nc2ccc(F)cc2)cc1	-4%	-16%	0%	-7%	-27%[9.22 µM]	-2%	-12%	11	-23
CC(=O)NCC1CCCN(Cc2cn(-c3ccccc3F)nc2-c2cc(C)sc2C)C1 (stereo unspecified)	15%	4%	-3%	-10%	-14%	-2%	-13%	-56*	-19
O=C(CSc1nc(O)c(C2CCCCC2)c(=O)[nH]1)NCC1CCCO1 (stereo unspecified)	2%	-4%	7%	1%	1%	1%	-3%	34	-1
CCCN1CCN(CCCNC(=O)c2ccc3c(c2)NC(=O)c2ccccc2S3)CC1	4%	-6%	18%	-18%	9%	-7%	-4%	-8	0
COc1ccc(N(C)S(=O)(=O)c2cccc(C(=O)NC3CCCCC3C)c2)cc1 (stereo unspecified)	2%	-27%	u	-12%	13%	u	-25%	u	1
COc1ccccc1N1CCN(C(=O)C2CCN(S(=O)(=O)c3cccc4nonc34)CC2)CC1	x	x	-1%	10%	x	-6%	x	x	1
